Screening results as filed in PubChem BioAssay.
AmpC inh detg – inhibitors of E. coli AmpC beta-lactamase with detergent | AmpC hydrolysis of nitrocefin, absorbance 480 nm, 0.01% Triton | Potency, µM (series often up to 114 µM), for the others: at the top dose activity change, negative = inhibition, usual class: inhibitors | hit rate 0.041% among 370,000 | AID 485294;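 also: potency is read from the fitted curve at half-maximal effect; 0% = no-compound wells and -100% = no-enzyme wells; nearly all actives have a fitted effect of over 25% in size; some results filed as inactive show a strong effect at the top dose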
Target sequence (P00811 whole entry, looked up): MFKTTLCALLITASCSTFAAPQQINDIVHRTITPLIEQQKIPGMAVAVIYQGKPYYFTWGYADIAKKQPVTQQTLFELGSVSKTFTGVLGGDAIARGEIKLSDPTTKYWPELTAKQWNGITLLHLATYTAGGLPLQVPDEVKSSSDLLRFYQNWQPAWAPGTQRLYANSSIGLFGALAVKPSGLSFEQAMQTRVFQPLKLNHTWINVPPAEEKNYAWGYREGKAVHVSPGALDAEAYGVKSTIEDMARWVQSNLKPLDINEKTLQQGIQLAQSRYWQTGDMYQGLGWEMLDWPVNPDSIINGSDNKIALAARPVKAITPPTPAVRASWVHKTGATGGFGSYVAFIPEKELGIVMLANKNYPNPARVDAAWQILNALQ
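AmpC (5.3 nM in the dispensed reagent) in 20 mM phosphate pH 7.0 with 0.01% (detergent screen) or 0.0001% Triton X-100 was preincubated with compounds for 15 min at room temperature. Nitrocefin was then added from an 800 uM solution, and hydrolysis was followed at 480 nm.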
HCV inhibitor – inhibitors of hepatitis C virus infection; Huh7.5.1 HCVcc-Cre infection, luciferase reporter, 44 h; Potency, µM (highest dose often 41.8 µM), without a hit: at the highest dose activity change, negative = inhibition, hits mostly inhibitors; hit rate 3.4% among 340,000; also: potency is read from the fitted curve at half-maximal effect
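1,000 cells/well; 4 h culture; + compound; + HCVcc-Cre (~0.5 moi); 44 h; luciferase substrate, RT 15 min; read 15 sec.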
HCMV inh – human cytomegalovirus inhibition; HFF cells, HCMV-luciferase reporter, 72 h; hits give low values; activity change, negative = inhibition, % at 57.5 µM; hit rate 4.5% among 410,000; in the data active = activity change below about -60%; inconclusive = no clear call, values can overlap the other calls; inactive = above about -39%
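Two compound doses tested in HFFs infected with HCMV-luciferase, MOI 1 PFU/cell, 72 h at 37C. Lysate luminescence read with OneGlo; data normalized against buffer-only and 10uM Salinomycin inhibitor controls.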
AMA1 RON2 block – AMA1-RON2 (P. falciparum) interaction inhibition; AlphaScreen AMA1-biotinylated RON2 peptide binding; Potency, µM (top dose mostly 58.2 µM), for the others: top-dose activity change, negative = inhibition, actives largely listed as inhibitors; hit rate 0.2% among 360,000;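 also: potency is read from the fitted curve at half-maximal effect; 0% = vehicle wells and -100% = peptide control; nearly all actives have a fitted effect of over 45% in size; some results filed as inactive show a strong effect at the top dose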
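AMA1 (3D7) with his tag at 25 nM final met compounds first, then biotinylated RON2 peptide at 25 nM; detection used donor plus acceptor beads, 10 µg/mL apiece, read by AlphaScreen after 30 min at room temperature.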
FBPA Giardia inh – inhibitors of Giardia lamblia fructose-1,6-bisphosphate aldolase; hit rate 0.71% among 290,000; A8B2U2; Potency, µM (series often up to 59.6 µM), for inactives: at the highest dose activity, negative = inhibition, most hits filed as inhibitors; purified Giardia FBPA; AID 2451; also: potency is read from the fitted curve at half-maximal effect; nearly all actives have a fitted effect of over 55% in size
Target sequence (A8B2U2 whole entry, looked up): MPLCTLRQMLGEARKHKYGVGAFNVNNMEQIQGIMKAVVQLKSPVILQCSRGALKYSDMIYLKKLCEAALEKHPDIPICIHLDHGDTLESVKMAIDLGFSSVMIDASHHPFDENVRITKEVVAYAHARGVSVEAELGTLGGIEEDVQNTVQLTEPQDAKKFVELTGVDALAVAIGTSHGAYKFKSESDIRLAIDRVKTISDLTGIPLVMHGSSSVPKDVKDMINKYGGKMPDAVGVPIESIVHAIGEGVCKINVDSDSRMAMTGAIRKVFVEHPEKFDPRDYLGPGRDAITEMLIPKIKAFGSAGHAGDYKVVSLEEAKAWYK
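Giardia FBPA (40 nM reagent) was preincubated 10 min at RT with compound (up to 57.5 uM final), then substrate plus GAPDH/TPI/NAD/arsenate coupling system with diaphorase/resazurin was added; resorufin fluorescence (525/598 nm) was read after 20 min.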
Sm TGR inh – S. mansoni TGR enzyme inhibition; Potency, µM (highest dose often 114 µM), for inactives: at the highest dose activity change, negative = inhibition, usual class: inhibitors; purified TGR, DTNB reduction, TNB absorbance 405 nm; hit rate 3% among 360,000; Q962Y6; also: potency is read from the fitted curve at half-maximal effect; nearly all actives have a fitted effect of over 60% in size
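First, TGR (20 nM dispensed) and NADPH were mixed with compound. Second, a 15 min room-temperature incubation followed. Third, further NADPH and then DTNB were added to start the reaction. Finally, TNB absorbance was monitored kinetically.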
Active calls of the source: *; ? = inconclusive; . = no result given; [ ] = another dose, or the depositor's remark. Unless noted, calls follow the shape of the dose curve; as a rule, active = well fitted curve in the direction sought with a large enough effect; inconclusive = small, poorly fitted or top-dose-only effect, or another doubt; inactive = no such curve, though single readings can be large; an effect the other way counts as inactive or inconclusive. Unless noted, % is scaled to controls: 0 for no effect and ±100 for the full control effect.

SMILES	AmpC inh detg	HCV inhibitor	HCMV inh	AMA1 RON2 block	FBPA Giardia inh	Sm TGR inh
Cn1c(=O)c(=O)n(C)c2cc(N3CCOCC3)c(NS(=O)(=O)c3ccc(Cl)cc3)cc21	-2%	.	12	.	.	-33%
CN1CCN(NC(=O)c2ccc(Br)c(S(=O)(=O)N3CCOCC3)c2)CC1	-10%	9%	?	-1%	5%	4%
COC(=O)CCC(=O)OC1(C)C(=O)C=C2C=C(C3CC3)N(CCCCO)C=C2C1=O (configuration not stated)	1%	21%	-7	3%	?	-36%
CN=C(C)c1c(O)c2ccccc2oc1=O	3%	20%	4	-1%	0%	5%
Cc1cnc(NC(=O)c2ccc(Cl)nc2)s1	-3%	12%	131	67%[activator]	-14%	-6%
Cc1ccc(NC(=S)NNc2ncc(C(F)(F)F)cc2Cl)c(C)c1	-7%	?	-37	95%[activator]	15%	-5%
CCN1N=C(C)C=C(c2ccccc2)n2c1nc1ccccc12	2%	-4%	-39	-12%	1%	107%[activator]
CCOc1ccc(C(=O)CSCCC(=O)O)cc1	-7%	2%	?	8%	?	-30%
COc1ccc(/C=N/n2cnnc2)cc1COc1ccccn1	3%	18%	3	-9%	-6%	-7%
Cn1c(=O)oc2cc(S(=O)(=O)NCc3cccnc3)ccc21	-7%	-5%	25	2%	?	-3%
COc1ccc(C)cc1NC(=O)Cc1c(C(=O)O)c(C)cn1C	0%	.	3	.	.	6%
CCOC(=O)N1CCN(C(=O)CN(C)S(=O)(=O)c2ccc3c(c2)C(C)(C)C(=O)N3C)CC1	-10%	6%	43	-2%	6%	10%
COc1ccc(-c2ccc(SCC(=O)NCc3ccco3)nn2)cc1OC	-13%	-1%	41	18%	-17%	?
Cn1c(=O)c2c(ncn2CCc2ccccc2)n(C)c1=O	4%	4%	-21	5%	2%	.
Cc1c(-c2n[nH]c(=S)n2-c2ccc(Br)cc2)nnn1-c1ccc(Cl)cc1	0%	12%	-26	49%[activator]	0%	.
CC(=O)Nc1ccc(NC(=O)c2ccc(Cl)nc2)cc1	-6%	4%	-38	-3%	4%	1%
Nc1c(C(=O)NCc2ccc(F)cc2)c2nc3ccccc3nc2n1CCCN1CCOCC1	6%	?	-30	26%	-29%	-12%
CCN(C[C@H]1N[C@@](Cc2ccccc2)(C(=O)OC)[C@H]2C(=O)N(C)C(=O)[C@@H]12)C(=O)C1CCCCC1	.	31%[activator][8.37 µM]	-17	0%	.	.
Oc1ccc(/C=N/Nc2ccc(Cl)nn2)cc1O	-1%	-10%	50	12%	?	?
CC1CCCCN1C(=S)NC(=O)c1cccs1 (configuration not stated)	-11%	-2%	-31	70%[activator]	?	?
CC(C)C(NC(=O)CC12CC3CC(CC(C3)C1)C2)C(=O)O (configuration not stated)	-5%	30%[activator]	35	0%	13%	3%
CCOc1ccc(OC(=O)c2sc3ncn(Cc4cccc(F)c4)c(=O)c3c2C)cc1	5%	.	-9	.	.	13%
CCc1ccc(NC(=O)CN2C(=O)C3(SCC(=O)N3c3ccccc3)c3ccccc32)cc1 (configuration not stated)	1%	.	-33	.	.	1%
CC1CCC2(CC1)NC(=O)N(CC(=O)NCCc1ccc(F)cc1)C2=O (configuration not stated)	-22%	4%	-7	12%	.	0%
CN1C(=O)CSC1=NC12CC3CC(CC(C3)C1)C2	4%	9%	-40	7%	-7%	1%
COc1ccccc1C(=O)N/C(=C\c1ccc(Br)cc1)C(=O)NCCCO	6%	4%	31	-3%	4%	17%
O=C(O)c1ccc(CN2C(=O)c3ccc(C(=O)O)cc3C2=O)cc1	-4%	16%	27	-8%	11%	-9%
FC(F)(F)c1cccc(Cc2noc(CN3CCC(N4CCCCC4)CC3)n2)c1	7%	-17%	2	-4%	0%	6%
Cn1c(N2C(=O)CC(Cc3ccccc3)C2=O)nc2ccccc21 (configuration not stated)	0%	-23%	-5	-4%	0%	1%
CC1CCN(CCC(=O)Nc2ccc(Cl)cc2)CC1	-8%	?	17	14%	-3%	16%
CCOc1cc(/C=C2\C(=N)N3N=C(CC)SC3=NC2=O)ccc1OCCOc1ccc(NC(C)=O)cc1	0%	-12%	13	20%	-12%	2%
Cc1cccc(N2CCN(C(=O)C3CCN(S(=O)(=O)c4cccnc4)CC3)CC2)c1C	?	?	3	-5%	-1%	-24%
CC(C)C(=O)c1cn(CC(=O)O)c2ccccc12	7%	-4%	58	-8%	2%	44%[activator]
Cc1ccc(NC(=O)CC2SC(=NC3CCCCC3)NC2=O)cc1 (configuration not stated)	0%	12%	124	-5%	0%	50µM*
CCN(CC)S(=O)(=O)c1ccc(NC(=O)C2COc3ccccc3O2)cc1 (configuration not stated)	-11%	?	?	-5%	0%	-6%
Cc1c(NC(=O)CN2CCN(c3ccc(F)cc3)CC2)c(=O)n(-c2ccccc2)n1C	?	15%	3	-15%	2%	.
O=C(COc1cccc(Cl)c1)NNC(=S)Nc1ccccc1	4%	16%	18	61%[activator]	25%	2%
CCc1ccc(N2CC(C(=O)Nc3nc4ccc(S(C)(=O)=O)cc4s3)CC2=O)cc1 (configuration not stated)	-13%	1%	61	-1%	-6%	2%
CCc1nc(SCC(=O)N2CCC(Cc3ccccc3)CC2)c2c(=O)n(C)c(=O)n(C)c2n1	?	-10%	.	.	15%	-6%
CC(Cc1ccccc1)N1C(=O)c2ccccc2C1=O (configuration not stated)	-6%	5%	-29	10%	13%	0%
Cc1nc2nc(-c3ccc(Cl)cc3)nn2c(C)c1Cl	-10%	.	.	.	1%	0%
Cc1ccc(-c2csc(=Nc3ccc(F)cc3)n2Cc2ccc3c(c2)OCO3)cc1C	1%	.	10	.	.	-11%
COc1ccc(CCNC(=O)COC(=O)c2cccn2C)cc1	.	-19%	30	-2%	.	.
C/C(=N\N(c1ccccc1)c1ccccc1)c1ccco1	3%	-3%	?	-25%	3%	-12%
Cc1ccc(C(=O)C(C)N(C(=O)c2ccc(Cl)cc2Cl)N2C(=O)CCCC2=O)cc1 (configuration not stated)	-4%	3%	-28	7%	14%	.
CC(C)N(C(=O)CSc1nn2c(=O)c(C(C)(C)C)nnc2s1)c1ccccc1	?	?	-12	6%	-4%	0%
COc1cc(CCCN2C(N)=NC[C@@H]2c2ccccc2)cc(OC)c1OC	0%	-11%	-15	5%	5%	14%
CC1CN(C(=O)c2cccs2)CCN1C(=O)c1cccs1 (configuration not stated)	?	4%	-26	-10%	2%	-6%
CCN(CC(=O)Nc1ccccc1OC)CC(=O)Nc1sccc1C#N	?	?	-35	155%[activator]	-15%	-2%
S=C1NC2CCCCC2N1 (configuration not stated)	2%	-2%	-16	-5%	5%	-3%

Next part:
SMILES	AmpC inh detg	HCV inhibitor	HCMV inh	AMA1 RON2 block	FBPA Giardia inh	Sm TGR inh
Cc1cc(NC(=O)COc2nnc(-c3ccccc3)c3ccccc23)no1	7%	-16%	-35	8%	2%	6%
Cc1ccc(Cn2c(C(=O)O)c(CNCc3ccc(C)o3)c3ccc(C)cc32)cc1	10%	.	6	.	.	0%
O=C(NCc1ccccc1)c1ccc(CS(=O)(=O)c2ccc(Br)cc2)o1	?	-14%	-29	7%	4%	-2%
Cc1ccc(C(C#N)c2ccc3c(C(F)(F)F)cc(C(F)(F)F)nc3n2)cc1 (configuration not stated)	-10%	10µM*	-99*	?	-9%	3%
O=C(CCn1c(=O)oc2cc(Cl)ccc21)Nc1ccc(O)cc1	6%	10%	-14	4%	7%	1%
O=C(/C(=C/O)N=Nc1ccccc1)c1ccco1	0%	-17%	-29	8%	-3%	7%
CCN1c2ccccc2-c2nc3ccccc3n2C1c1ccco1 (configuration not stated)	0%	-21%	-31	54%[activator]	-10%	0%
c1ccc2[nH]c(CSc3nc4ccccc4o3)nc2c1	8%	?	?	-1%	-6%	-1%
CCOC(=O)CCC(=O)Nc1ccc([N+](=O)[O-])cc1C	-7%	0%	-15	1%	2%	0%
O=C(NCc1ccc2c(c1)OCO2)c1nc(Cn2cc(Br)cn2)no1	-1%	-7%	26	-11%	3%	5%
CC(CNCC1CCCO1)COc1cccc2ccccc12 (configuration not stated)	-9%	?	-1	0%	?	0%
COc1ccc(C(CNC(=O)c2cc3c(s2)CCC(C)C3)N2CCCC2)cc1 (configuration not stated)	0%	10µM*	?	48%[activator]	.	-20%
O=C(NNC(=O)c1cc2ccccc2cc1O)NC1CCCCC1	?	-2%	7	124%[activator]	-8%	-1%
CNS(=O)(=O)c1cc(NC(=O)c2cccc3cccnc23)ccc1C	-2%	?	-12	-8%	-25%	0%
CC(=O)Nc1cccc(NC(=O)CSc2nnc(NC(=O)c3ccco3)s2)c1	-1%	.	2	10%	.	-15%
O=C(COc1ccc(Br)cc1)NNC(=O)c1ccc(-n2cncn2)c([N+](=O)[O-])c1	-11%	2%	1	86%[activator]	.	-5%
N#Cc1c(N)nc2c(c1-c1cccc(O)c1)CCCCCC2	-2%	-4%	-24	-5%	8%	7%
COc1ccc(N2C(=O)CC(N(Cc3ccco3)C(=O)CCC(=O)O)C2=O)cc1 (configuration not stated)	2%	15%	23	19%	5%	5%
CCOc1nc(NCc2ccco2)nc(Nc2ccccc2F)n1	?	-14%	66	20%	-1%	-19%
O=c1c2ccccc2nc(CNCc2ccco2)n1-c1ccc(F)cc1	?	?	-15	43%[activator]	-1%	-19%
O=C(CCC(=O)N1CCSc2ccccc21)NCc1ccccc1	-3%	1%	2	-5%	2%	3%
O=C(NCc1cccnc1)Nc1ccc(Cl)cc1	1%	3%	20	10%	.	-6%
Cc1cc2n(n1)C(c1ccc(O)cc1)Nc1ccccc1-2 (configuration not stated)	-9%	?	23	1%	5%	-12%
O=C(N/C(=C\c1cn(-c2ccccc2)nc1-c1ccc(Cl)cc1)C(=O)N1CCOCC1)c1ccccc1	3%	1%	-22	.	4%	8%
CC(C)Cn1c(SCC(=O)N(C)c2c(N)n(Cc3ccccc3)c(=O)[nH]c2=O)nc2ccccc21	?	3%[8.37 µM]	-23	16%	.	0%
